Bioassay records from PubChem BioAssay.
PAX8 inh HTS = inhibitors of PAX8-driven TPO luciferase reporter, primary screen, RMG-I cells, single concentration | SteadyGlo, 24 h | inhibition, % at 12.6 µM | actives 1.2% (n = 360,000);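 active means mean replicate inhibition at least 60% with every replicate also reaching 60%; inconclusive means only one of the two criteria is met; inactive means mean below 60% and not all replicates reaching 60%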;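 further: luciferase light reporting Pax8 driven TPO promoter activity; plate controls were median of neutral control wells for no effect and mitoxantrone controls for full effect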
SIRT5 inh = SIRT5 desuccinylase inhibitors, primary screen, biochemical, fluorescence imaging, single point, set 5 | NAD-dependent protein deacylase sirtuin-5, mitochondrial (Homo sapiens), Q9NXA8 | Purified SirT5, succinyl-peptide AMC, trypsin-coupled fluorescence | inhibition, % at 15 µM | actives 1.1% (n = 330,000) | AID 652115, 2013; in the data active means inhibition above about 15%; inconclusive means no clear call, values can overlap the other calls
Target sequence (Q9NXA8 whole entry, looked up): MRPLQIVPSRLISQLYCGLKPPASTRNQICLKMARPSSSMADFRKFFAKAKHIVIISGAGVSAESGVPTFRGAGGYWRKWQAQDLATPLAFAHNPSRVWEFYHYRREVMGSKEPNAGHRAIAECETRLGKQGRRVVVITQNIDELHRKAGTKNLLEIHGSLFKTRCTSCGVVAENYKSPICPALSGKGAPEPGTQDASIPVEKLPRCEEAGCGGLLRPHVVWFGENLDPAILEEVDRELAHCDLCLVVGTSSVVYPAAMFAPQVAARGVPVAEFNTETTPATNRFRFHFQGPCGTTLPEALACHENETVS
ARNT-TACC3 inh = disruptors of ARNT/TACC3 protein interaction, primary screen, biochemical, AlphaScreen, single concentration; Transforming acidic coiled-coil-containing protein 3 (Homo sapiens), Q9Y6A5; actives 0.66% (n = 390,000); inhibition, % at 9.99 µM; AlphaScreen His-ARNT PAS-B/GST-TACC3 binding, luminescence; TACC3 fragment carries E629A point mutation;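 active means mean inhibition of replicates at least 50% and at least half of replicates each reaching 50%; inconclusive means half or more replicates reach 50% but mean below 50%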;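 further: 0% = complete ARNT plus TACC3 wells and 100% = ARNT alone without TACC3; many hits fall short of the cut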
EWS-Fli inh = EWS/Fli-driven NR0B1 reporter inhibitors, primary screen, A673 cells, NR0B1 luciferase, luminescence, MLPCN library | viability-normalised | AID 651661, 2012 | actives 0.67% (n = 350,000) | inhibition, % at 12.6 µM;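 active means mean inhibition of at least 50% after viability correction, with every replicate also passing that limit; inconclusive means mean reaches 50% but only one of two replicates passes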;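 further: firefly luciferase signal divided by Alamar Blue viability fluorescence both relative to DMSO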
DENV2 CPE = inhibitors of DENV2 cytopathic effect, primary screen, cell-based, plate reader, single concentration; DENV2-infected cells, cytopathic effect rescue; CPE inhibition, % at 9.99 µM; actives 1.7% (n = 350,000); AID 651640, 2012; in the data active means CPE inhibition above about 20%, passing the limit was not always enough; inconclusive means no clear call, values can overlap the other calls; tested in BHK-21 cells;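 further: 0% = median of neutral control wells and 100% = median of positive control wells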
CASP6 VEID inh = human caspase-6 inhibitors, primary screen, biochemical, VEID-R110 fluorescence, single point, set 2. AID 686996, 2013. inhibition, % at 12.5 µM. actives 0.53% (n = 350,000). purified caspase-6, Z-VEID-R110 cleavage fluorescence;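 active means mean inhibition across replicates at least about 35%, with every replicate also reaching that limit, limit read from the data; inconclusive means only one of the two criteria met; inactive means neither criterion met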;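 further: 0% = median of neutral control wells and 100% = no fluorescence left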
Target sequence (P55212 24-179 limits assumed): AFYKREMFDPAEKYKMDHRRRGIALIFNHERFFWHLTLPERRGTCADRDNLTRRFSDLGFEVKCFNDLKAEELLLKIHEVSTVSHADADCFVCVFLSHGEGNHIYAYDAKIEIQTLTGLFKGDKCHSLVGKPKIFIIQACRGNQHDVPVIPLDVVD
Target sequence (P55212 194-293 limits assumed): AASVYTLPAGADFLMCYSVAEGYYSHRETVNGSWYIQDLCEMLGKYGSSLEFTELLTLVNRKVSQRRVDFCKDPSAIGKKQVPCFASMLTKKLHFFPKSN
LGR2 antag = inhibitors of bursicon-induced LGR2 CRE-luciferase signal, primary screen, cell-based, HEK293, CRE-luciferase reporter, bursicon stimulation; Drosophila bursicon receptor LGR2 (rickets); bursicon-stimulated, 4 h; inhibition, % at 9.99 µM; actives 0.35% (n = 380,000); AID 720647, 2013;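 active means drop in luminescence signal, shown as inhibition above about 50% in the replicate tests, limit read from the data, passing the limit was not always enough; inconclusive means probably only some replicates passing the limit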;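 further: agonist challenge used bursicon conditioned medium at about half maximal strength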
* = called active by the depositor; ? = inconclusive; nt = no result given.

Fields: EWS-Fli inh	PAX8 inh HTS	LGR2 antag	DENV2 CPE	ARNT-TACC3 inh	CASP6 VEID inh	SIRT5 inh
> COc1ccc(Cl)cc1NC(=O)COC(=O)C1CCCCC1
  -1	-1	-10	-7	12	1	-3
> Clc1ccc(/C=N/N2CCN(Cc3ccccc3)CC2)cc1
  -44	-30	-11	11	7	-5	0
> Cc1cc(C)n(-c2cc(C(=O)O)cc(C(=O)O)c2)n1
  1	11	-6	-2	-8	-2	2
> CCC(=O)N(C)C[C@H]1Oc2ncc(C#Cc3ccc(OC)cc3)cc2C(=O)N([C@@H](C)CO)C[C@@H]1C
  -12	-9	-8	2	-3	-2	-4
> COc1ccc(N/C=C(\C2OC(=O)c3ccccc32)[N+](=O)[O-])cc1 (centres undefined)
  15	-9	-17	nt	1	16	2
> O=C(CN(Cc1ccccc1Cl)C(=O)c1csnn1)NCc1ccccc1
  -2	-5	35	4	-6	0	1
> O=C(c1ccc(N2CCOCC2)nc1)N1CCOCC1
  8	nt	-8	-1	-4	3	-1
> C[C@@H]1CN([C@H](C)CO)C(=O)c2cc(NC(=O)CCC(F)(F)F)ccc2O[C@@H]1CN(C)S(=O)(=O)c1ccc(F)cc1
  -6	-5	-12	0	-6	2	4
> Cc1cc(NC(=O)CN2C(=O)NC(C)(CCc3ccccc3)C2=O)no1 (centres undefined)
  7	-8	18	8	4	6	1
> COc1ccc(C(Sc2ccccc2)c2ccccc2)cc1OC (centres undefined)
  -12	-6	6	8	-10	-3	nt
> CC(Sc1ccccc1)C(=O)NN=C1CCN(C)CC1 (centres undefined)
  11	6	-20	-2	nt	8	-2
> COc1ccc(N(CC(=O)NCC2CCCO2)C(=O)CCC(=O)Nc2nccs2)c(OC)c1 (centres undefined)
  nt	-10	13	-2	4	-1	-2
> CC(C)(C)C(=O)O/N=C(\N)c1c(Cl)cccc1Cl
  2	-3	nt	15	-1	-2	-4
> O=C(C[C@H]1C[C@H]2c3cc(NS(=O)(=O)c4ccc(F)cc4)ccc3O[C@H]2[C@H](CO)O1)NCc1ccccc1F
  8	31	-5	-4	-2	-4	4
> Cn1c(=O)c2c(nc(C3CC4C5CCC(C5)C4C3)n2C)n(C)c1=O (centres undefined)
  2	-17	-12	?	-10	-2	-3
> CCNC(=O)C[C@@H]1CC[C@H]2[C@H](COc3ccc(NC(=O)Nc4c(C)noc4C)cc3C(=O)N2C)O1
  -7	1	11	7	-5	0	5
> CCCCc1c(C)nc2c(OC)cccc2c1SCCC(=O)O
  nt	8	2	nt	-11	nt	nt
> CC12CCC(C(=O)N(CC(O)CN3CCN(Cc4ccccc4)CC3)C1=O)C2(C)C (centres undefined)
  5	5	4	2	nt	-26	-2
> CSCCC(NC(=O)c1ccco1)C(=O)OCC(=O)N(Cc1ccccc1)C(C)(C)C (centres undefined)
  -3	-9	0	12	3	4	3
> CNC(=O)c1nc(C)n(-c2ccc(Cl)cc2Cl)n1
  4	18	2	6	1	0	-1

Results in EWS-Fli inh and PAX8 inh HTS, for 2 of the compounds above:
SMILES,EWS-Fli inh,PAX8 inh HTS
CSCCC(NC(=O)c1ccco1)C(=O)OCC(=O)N(Cc1ccccc1)C(C)(C)C (centres undefined),-3,-9
CNC(=O)c1nc(C)n(-c2ccc(Cl)cc2Cl)n1,4,18

Next part.
Fields: EWS-Fli inh	PAX8 inh HTS	LGR2 antag	DENV2 CPE	ARNT-TACC3 inh	CASP6 VEID inh	SIRT5 inh
> O=C(NCC(=O)N1CCN(c2ccccn2)CC1)c1ccc(Br)o1
  -5	10	3	6	-1	-1	-1
> O=C(Oc1ccccc1F)c1ccc2c(=O)n3c(nc2c1)CCC3
  3	-14	5	?	21	5	-1
> CO[C@H]1CN(C)C(=O)c2cc(NC(=O)Nc3ccc(Cl)cc3)ccc2OC[C@H](C)N(C(=O)Nc2c(C)noc2C)C[C@H]1C
  -2	12	-4	nt	-5	nt	nt
> Cc1ccc(Nc2nc(C(=O)N3CCC(C(=O)NC(C)C)CC3)cs2)cc1
  -6	-13	-18	0	-3	-5	-3
> Cc1sc2c(c1C)c(=O)n(-c1ccc(Cl)cc1)c(=O)n2Cc1cc(=O)n2ccccc2n1
  nt	1	0	nt	-3	nt	nt
> CC1CCN(S(=O)(=O)c2ccc(NC(=O)CCNC(=O)c3ccc(Cl)cc3)cc2)CC1
  9	7	8	-3	-3	-1	1
> CCOc1ccccc1NS(=O)(=O)c1cc2c3c(c1)CC(=O)N3CCC2
  nt	2	-1	13	8	3	-4
> CO[C@H]1CN(C)C(=O)c2ccc(NS(C)(=O)=O)cc2OC[C@H](C)N(Cc2cncnc2)C[C@H]1C
  -11	nt	-13	-5	-16	1	-1
> Cc1cc(C)cc(NC(=O)Nc2ccc3ccccc3n2)c1
  5	6	0	-5	-4	-1	0
> O=C(NCC1CCN(Cc2ccc(F)cc2)CC1)Nc1cc(F)ccc1F
  -2	-77	12	0	-2	-3	-1
> Cc1ccc(C2=CC(c3ccccc3)n3ncnc3N2)cc1 (centres undefined)
  3	-13	10	nt	-10	3	nt
> Cc1ccc(-c2nc(CSCC(=O)Nc3cc(C)on3)c(C)o2)cc1
  35	12	3	-4	6	1	-1
> Cc1ccc(CCNC(=O)CN2C(=O)COc3ccc(S(=O)(=O)N4CCC(C)CC4)cc32)cc1
  nt	11	-10	1	4	4	-2
> CC(C)NC(=O)N1[C@H](CO)[C@H](c2ccc(C#CC3CCCCC3)cc2)[C@@H]1C#N
  -27	22	35	-1	-5	-2	0
> Cc1ccc(-c2nn(CCC(=O)O)cc2CCC(=O)O)cc1
  -9	nt	-8	nt	-6	-6	0
> Cc1ccnc(SC2CC(=O)N(c3ccc([N+](=O)[O-])cc3)C2=O)n1 (centres undefined)
  2	14	-19	-1	1	0	-3
> CCN(CC)CCCN1C(=O)C(O)=C(C(=O)c2ccco2)C1c1ccc(C)o1 (centres undefined)
  nt	-20	-13	nt	nt	-11	-2
> CN(NC(=O)C1CC(=O)N(c2ccccc2)C1)C1=NS(=O)(=O)c2ccccc21 (centres undefined)
  -6	16	15	0	8	0	4
> COc1ccc(C)cc1NC(=O)C(OC(=O)C1CC1)c1ccccc1 (centres undefined)
  5	9	8	-5	-4	0	3
> CCOc1ccccc1NC(=O)C1CCCC1
  4	-9	2	3	nt	0	0
> Cc1ccc(NC(=O)COC(=O)CCC(=O)c2ccc(C(C)(C)C)cc2)c([N+](=O)[O-])c1
  nt	-33	0	nt	7	nt	nt
> COc1ccc(S(=O)(=O)Nc2ccc3c(c2)CC(=O)N([C@@H](C)CO)C[C@H](C)[C@@H](CN(C)Cc2ccc(C(F)(F)F)cc2)O3)cc1
  4	83*	13	6	-2	0	16*
> COc1cc(C(=O)N/N=C2\CCS(=O)(=O)c3ccc(F)cc32)cc(OC)c1OC
  1	9	12	-2	-4	1	-4
> O=C1CNC(=O)N1CC(O)Cn1c2ccccc2c2ccccc21 (centres undefined)
  2	4	-5	11	-1	2	-2
> CCOC(=O)[C@H]1[C@H]2COc3ccc(Cl)cc3[C@@H]2N2C(=O)CN(CC3CCCO3)C(=O)[C@@]12C (some centres undefined)
  -7	-10	-11	?	-4	3	nt
> C[C@H](CO)N1C[C@H](C)[C@@H](CN(C)CC2CC2)Oc2ccc(NC(=O)Cc3ccccc3)cc2C1=O
  nt	-23	3	-9	nt	-2	4
> COc1cc(/C=N/NC(=O)c2cccs2)ccc1O
  -2	-10	31	-3	0	-1	-2
> N#Cc1c(NC(=O)CN2CCN(C(=O)c3ccco3)CC2)sc2c1CCCCC2
  nt	nt	27	nt	-3	0	0
> COCCNC(=S)N/N=C/c1ccc(N2CCOCC2)cc1
  9	22	8	5	nt	-1	-5
> COc1ccc(CN(C)C[C@H]2OCCCC[C@H](C)Oc3ccc(NC(=O)Nc4ccc5c(c4)OCO5)cc3C(=O)N([C@H](C)CO)C[C@@H]2C)cc1
  16	-24	-7	-3	14	1	3
> CCn1c(SCC(N)=O)nc2sc3c(c2c1=O)CCN(C)C3
  -9	-24	-7	2	4	-2	-12
> CNC[C@H]1Oc2ccc(NC(=O)C3CC3)cc2CC(=O)N([C@H](C)CO)C[C@H]1C
  -3	-5	-19	-3	-6	-5	-2
> COc1cc(CN2CCSCC2)c([N+](=O)[O-])cc1OC
  12	-14	2	0	1	3	2
> CC(=O)N(C)c1ccc(NCc2cc(=O)oc3cc(C)c(O)cc23)cc1
  7	-4	-1	4	-13	4	0
> CCc1nc(N2[C@H](C#N)[C@@H](c3ccccc3-c3ccc(F)cc3)[C@@H]2CO)sc1C
  0	nt	22	0	nt	2	-2
> COC(=O)Cn1c(=NC(=O)c2ccc(Cl)s2)sc2cc(C)ccc21
  nt	-30	-37	nt	-4	nt	nt
> Cc1cccc(-c2ccc(C3[C@@H]4CN(C(=O)Nc5ccccc5)C[C@H]3N4)cc2)c1 (some centres undefined)
  27	-3	2	4	nt	nt	nt
> C/C(=N\NC(=O)c1c(C)nc2ccccn12)c1ccc(C(C)(C)C)cc1
  3	-19	3	3	nt	0	-2
> CCOc1ccc(C(=O)NC2CCN(CC(=O)NCc3cccs3)CC2)cc1
  5	8	-8	nt	3	-2	nt
> CO[C@H]1CN(C)C(=O)c2cc(NC(C)=O)ccc2OC[C@H](C)N(C(=O)C2CCOCC2)C[C@H]1C
  -2	7	4	-6	-18	-3	nt
> CC(C)CC(NC(N)=O)C(=O)Nc1ccc(Cl)c(Cl)c1 (centres undefined)
  6	15	1	nt	-8	0	2
> COc1ccc(NC(=O)Nc2ccc3c(c2)C(=O)N([C@@H](C)CO)C[C@H](C)[C@H](CN(C)C(=O)Nc2ccc4c(c2)OCO4)O3)cc1
  -14	-5	-9	-2	4	nt	nt
> C[C@H](CO)N1C[C@H](C)[C@@H](CN(C)Cc2ccc(C(F)(F)F)cc2)Oc2ccc(NC(=O)Nc3ccccc3)cc2CC1=O
  4	nt	20	-7	0	0	0
> COc1cc(OC)c(OC)cc1CNC(=O)c1cc(=O)[nH]c2ccccc12
  2	-3	2	-7	nt	-2	-2
> CC(=O)N1CCOCCOCCN(C(C)=O)CCOCC1
  7	3	10	-4	-4	-1	-3
> CC(=O)c1c(C)n(C)c2ccc(OC(=O)c3ccc([N+](=O)[O-])cc3)cc12
  8	2	9	-7	-6	0	0
> CC1(C(=O)NS(=O)(=O)c2ccccc2C(F)(F)F)CCN1C(=O)C1CCCCC1 (centres undefined)
  -5	-17	1	-5	nt	1	1
